Source: PubChem (several laboratories)
Efa HMGR inh – blocks class II HMG-CoA reductase of Enterococcus faecalis; purified E. faecalis HMGR, NADPH absorbance 340 nm kinetic; inhibition, % at 10 µM; actives 0.41% (n = 190,000);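 active = inhibition above a set limit, the median over all tested compounds plus 3 SD, cut at about 9.5% in these data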;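 also: enzyme runs in reverse so mevalonate oxidation gives rising NADPH absorbance; 0% = complete reaction with DMSO and 100% = background rate lacking mevalonate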
STAT3 activator – activators of IL-6 induced STAT3 signaling | U3A cells, IL-6 STAT3-luciferase reporter, luminescence; 100% = signal with IL-6 EC80 alone | activation (% of control), % at 5.6 µM | actives 0.91% (n = 190,000);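 active = activation above the screen-wide mean of compound activation plus 3 SD, cut at about 130% in these data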;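 also: 0% = background luminescence of wells with medium and substrate only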
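Test system: STAT3-luciferase reporter U3A cells; Detection: reporter luminescence signal; Times: 1 h compound pre-exposure, 6 h IL-6 stimulation, 37 °C; Benchmarks: IL-6-only high control; Also added: IL-6 stimulus at 33 ng/mL final.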
Redox H2O2 prof – compounds producing H2O2 with reducing agent – biochemical, NIH compound library profiling, artefact control for MLSCN library redox annotation, primary screen; DTT-dependent redox cycling H2O2, phenol red/HRP absorbance; 100% = 100 µM peroxide control, 0% = buffer; activation, % at 10 µM; actives 0.03% (n = 200,000);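 active = activation of at least 50% relative to the plate's high and low controls in the primary single-dose screen; inactive = activation below 50%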;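 also: compound incubated with DTT at 0.8 mM final as the reducing agent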
Hsp70 act – transcriptional activators of Hsp70. AID 1203. HeLa Hsp70 promoter luciferase reporter, luminescence; scaled: vehicle 0, proteasome-inhibitor control 100%. activation, % at 10 µM. actives 0.04% (n = 200,000);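 active = activation above the mean across all tested compounds plus 3 SD, cutoff set per campaign, cut at about 5.5% in these data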;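 also: 100% = MG132 at 30 µM as the positive control and 0% = DMSO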
APP 5'UTR act – APP 5'UTR luciferase reporter activation | actives 1% (n = 190,000) | activation, % at 2 µM | SH-SY5Y APP 5'UTR luciferase reporter, luminescence; zero percent = DMSO vehicle wells | AID 1276;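 active = activation above a set limit, based on mean plus 3 SD of controls, cut at about 140% in these data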; also: values of inactives mirror those of a sister screen read the other way
STAT1 blocker – reduces IFN-gamma driven STAT1 reporter signal; NIH 3T3 STAT1-luciferase reporter, luminescence; inhibition, % at 5.5 µM; actives 0.35% (n = 200,000);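 active = inhibition above a set limit, the mean inhibition across all tested compounds plus 3 SD, cut at about 34% in these data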;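 also: 0% = IFN-gamma with DMSO and 100% = IFN-gamma with 300 µM nifuroxazide; values of inactives mirror those of a sister screen read the other way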
NF-kB neuron act – NF-kB expression increase, human neuronal cells. fold change at 12.5 µM. actives 1.6% (n = 190,000). NF-kB reporter expression; stronger effect = higher value. AID 1239; in the data active = fold change above about 3.3
STAT3 inh – STAT3 signaling inhibition. inhibition, % at 5.5 µM. actives 0.89% (n = 190,000). U3A cells, IL-6 STAT3-luciferase reporter, luminescence; host cell line lacks STAT1;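 active = inhibition above the mean inhibition across all screened compounds plus 3 SD, cut at about 44% in these data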;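 also: 0% = DMSO only wells and 100% = 100 µM nifuroxazide control wells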
STAT1 act – STAT1 signaling activation; actives 2.6% (n = 200,000); activation (% of control), % at 5.5 µM; NIH 3T3 STAT1-luciferase reporter, IFN-gamma, luminescence; 100% = IFN-gamma alone, no compound; AID 932;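 active = activation above the screen-wide mean activation plus 3 SD, cut at about 130% in these data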;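 also: raw ratio to IFN-gamma control signal so 100% means no change and 0% no light; values of inactives mirror those of a sister screen read the other way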
TLR4-MyD88 BLA – inhibitors of human TLR4-MyD88 binding; HeLa CL3-4 TLR4/MyD88 BLA complementation, FRET ratio; inhibition, % at 8.4 µM; actives 0.18% (n = 200,000); O00206+Q99836; in the data active = inhibition above about 25%;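 also: 0% = vehicle and 100% = reference inhibitor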
Target sequence (O00206 whole entry, looked up): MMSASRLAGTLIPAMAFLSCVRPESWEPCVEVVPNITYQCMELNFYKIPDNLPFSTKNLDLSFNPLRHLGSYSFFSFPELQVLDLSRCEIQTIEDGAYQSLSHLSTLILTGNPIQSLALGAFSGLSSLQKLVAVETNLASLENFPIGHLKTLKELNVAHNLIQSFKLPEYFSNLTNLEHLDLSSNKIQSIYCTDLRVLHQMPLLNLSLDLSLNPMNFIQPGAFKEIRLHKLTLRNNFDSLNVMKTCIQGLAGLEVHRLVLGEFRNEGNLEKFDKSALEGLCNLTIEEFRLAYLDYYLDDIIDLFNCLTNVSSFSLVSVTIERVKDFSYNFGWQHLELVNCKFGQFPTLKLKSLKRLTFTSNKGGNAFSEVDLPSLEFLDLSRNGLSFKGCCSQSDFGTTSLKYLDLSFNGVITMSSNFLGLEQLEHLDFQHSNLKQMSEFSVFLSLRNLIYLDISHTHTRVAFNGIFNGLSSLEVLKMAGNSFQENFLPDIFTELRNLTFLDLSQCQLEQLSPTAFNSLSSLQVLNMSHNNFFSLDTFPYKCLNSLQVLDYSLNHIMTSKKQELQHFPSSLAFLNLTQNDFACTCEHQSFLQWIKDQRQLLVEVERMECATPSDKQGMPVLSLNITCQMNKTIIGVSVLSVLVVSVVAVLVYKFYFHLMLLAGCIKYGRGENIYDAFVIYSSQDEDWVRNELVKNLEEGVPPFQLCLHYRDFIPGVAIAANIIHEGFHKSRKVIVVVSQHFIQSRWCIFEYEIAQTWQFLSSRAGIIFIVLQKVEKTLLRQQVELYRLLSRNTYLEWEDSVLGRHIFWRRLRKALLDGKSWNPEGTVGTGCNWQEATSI
Target sequence (Q99836 whole entry, looked up): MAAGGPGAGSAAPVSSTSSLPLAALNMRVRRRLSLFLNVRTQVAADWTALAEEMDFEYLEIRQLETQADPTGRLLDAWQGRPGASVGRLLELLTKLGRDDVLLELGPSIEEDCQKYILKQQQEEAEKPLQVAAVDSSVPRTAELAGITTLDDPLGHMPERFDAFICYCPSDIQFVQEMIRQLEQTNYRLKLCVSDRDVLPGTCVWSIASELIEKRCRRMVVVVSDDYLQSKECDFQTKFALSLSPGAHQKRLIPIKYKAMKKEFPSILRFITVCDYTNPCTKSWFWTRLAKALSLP
An asterisk follows results filed as active; nt = not tested or not shown.

SMILES	STAT3 activator	TLR4-MyD88 BLA	STAT3 inh	Redox H2O2 prof	NF-kB neuron act	STAT1 act	Efa HMGR inh	Hsp70 act	STAT1 blocker	APP 5'UTR act
CCCCCCOc1ccc(N2C(=O)CC(N3CCN(CCN=CC4=C(O)CC(C)(C)CC4=O)CC3)C2=O)cc1 (stereo not drawn)	96	-4	6	1.5	0.99	95	3	-0.5	4	-4
CCOC(=O)C1=C(N)c2ccccc2CC1C(C)C (stereo not drawn)	105	-16	-8	0.1	0.93	99	-8	-0.3	1	-7
Cc1ccccc1-n1nnc2c(=O)oc3ccccc3c21	100	-3	4	1.7	1.2	101	-10	-0.1	-1	-3
CN(CCOC(=O)c1ccc2c(c1)OCO2)C(C)(C)C	93	-9	13	0.1	1	106	0	-0.3	-6	1
CCOC(=O)c1c(C)[nH]c(C)c1C(=O)COc1ncnc2cc([N+](=O)[O-])ccc12	103	-11	5	0.4	0.44	91	-3	-0.2	9	1
N#Cc1nc(N2CCCCC2)nc(N2CCOCC2)n1	90	3	15	1.9	1.6	102	0	-0.3	-3	-17
O=C(COC(=O)CCSc1ccc(Cl)cc1)NCCc1ccccc1	96	4	0	0.7	1.1	98	-5	-0.5	2	7
COC(=O)c1ccc(-c2n[nH]c(=O)c3ccccc23)cc1	101	6	3	-0.2	0.9	102	3	-0.4	0	-24
CCCNc1ncnc2onc(C)c12	106	-9	-4	-1.8	1.2	97	-8	-0.1	1	21
CCOC(=O)c1ccc(NC(=O)COc2ccccc2OC)cc1	76	-10	29	0.2	1.4	98	4	-0.3	2	15

Part of the list above in order of length of the SMILES, rising:
SMILES	STAT3 activator	TLR4-MyD88 BLA	STAT3 inh	Redox H2O2 prof	NF-kB neuron act	STAT1 act	Efa HMGR inh	Hsp70 act	STAT1 blocker	APP 5'UTR act
CCOC(=O)C1=C(N)c2ccccc2CC1C(C)C (stereo not drawn)	105	-16	-8	0.1	0.93	99	-8	-0.3	1	-7
CN(CCOC(=O)c1ccc2c(c1)OCO2)C(C)(C)C	93	-9	13	0.1	1	106	0	-0.3	-6	1
O=C(COC(=O)CCSc1ccc(Cl)cc1)NCCc1ccccc1	96	4	0	0.7	1.1	98	-5	-0.5	2	7

The list goes on.
SMILES	STAT3 activator	TLR4-MyD88 BLA	STAT3 inh	Redox H2O2 prof	NF-kB neuron act	STAT1 act	Efa HMGR inh	Hsp70 act	STAT1 blocker	APP 5'UTR act
CCOC(=O)C1CN(c2cc3c(cc2F)c(=O)c(C(=O)O)cn3CC)OC1C(=O)OCC (stereo not drawn)	108	8	-5	1.9	1.2	108	0	-0.3	-8	-6
COc1ccc(/C(O)=C2/C(=O)C(=O)N(CCCN(C)C)C2c2ccc(Cl)cc2)cc1OC (stereo not drawn)	102	4	1	0.3	nt	104	nt	-0.4	-5	0
Nc1c(C(=O)NCCN2CCOCC2)c2nc3ccccc3nc2n1-c1cccc(F)c1	110	-9	-5	-2.6	0.41	98	-2	-0.1	3	6
CCn1c(COc2ccccc2)nnc1SCC(=O)Nc1ccc2c(c1)OCCO2	107	7	-4	2.6	0.84	101	-1	-0.2	-1	10
Cc1cccc(NC(=O)COC(=O)Cc2c[nH]c3ccccc23)c1C	111	-15	-16	-0.8	1.1	97	-1	-0.2	3	-15
O=c1c2ccc([N+](=O)[O-])cc2ncn1Cc1ccccc1C(F)(F)F	94	11	11	-1.7	1.1	85	2	-0.1	16	-22
O=C(NC1CCCCCCC1)C1c2ccccc2C(=O)N1Cc1cccs1 (stereo not drawn)	99	6	2	0.1	1.1	98	2	0.1	2	-7
CCCn1c2ccc(F)cc2c2nnc(NN)nc21	103	-12	5	-0.4	1.2	111	-3	-0.1	-12	-39
CN(C)/C=C1\C(=O)N(C)N=C1C(F)(F)F	101	0	1	0.2	1.1	103	-1	-0.3	-5	-6
COc1ccc(Br)cc1/C=C\C(=O)NCc1cccnc1	99	1	3	-0.1	0.94	103	1	-0.5	-5	16
CCOC(=O)c1ccccc1NC(=O)/C=C/C(=O)O	103	6	-6	-0.7	1.1	107	-1	-0.3	-8	5
CC(C)=CCN1CCN(Cc2ccc(Oc3ncccn3)cc2)CC1CCO (stereo not drawn)	86	8	22	0.0	1.1	92	-4	-0.5	8	9
O=C(Oc1ccc(-c2cnc3ccccc3n2)cc1)c1ccc(Br)o1	98	-3	7	0.4	2.9	135*	2	-0.1	-38	113
O=C(CN1CCOCC1)Nc1ncccn1	99	-1	1	0.0	1.2	97	-4	-0.3	3	3
CCO[C@H]1OC(C(=O)N2CCN(C)CC2)=C[C@@H](c2coc3ccccc3c2=O)[C@@H]1CCCO	nt	-11	nt	0.0	0.98	97	-12	0.0	5	-16
Cc1ccc(C)c(NC(=O)CSc2nnc(-c3ccccc3)o2)c1	103	-9	1	-0.4	1.5	97	0	-0.1	3	6
CCOc1nc(NCCN2CCOCC2)nc(Nc2ccc([N+](=O)[O-])cc2)n1	99	-20	3	-0.7	0.98	100	-1	-0.5	0	-9
Cc1nnc(SCc2nc3ccccc3nc2C)s1	102	3	2	-0.7	1.4	97	-4	-0.2	3	22
Brc1ccc(-c2nc(-c3ccccc3)no2)o1	114	-12	-12	2.6	4.1*	149*	-4	0.4	-53	143*
CN1C(=O)/C(=C/c2cccc(Cl)c2)Sc2ccc(C(=O)NCc3cccnc3)cc21	104	19	8	-0.2	0.69	100	-4	-0.2	-1	1

An excerpt of these results, with two lines to a compound.
Value order – STAT3 activator, TLR4-MyD88 BLA, STAT3 inh, Redox H2O2 prof, NF-kB neuron act, STAT1 act, Efa HMGR inh, Hsp70 act, STAT1 blocker, APP 5'UTR act
> Cc1nnc(SCc2nc3ccccc3nc2C)s1
    102, 3, 2, -0.7, 1.4, 97, -4, -0.2, 3, 22
> CN1C(=O)/C(=C/c2cccc(Cl)c2)Sc2ccc(C(=O)NCc3cccnc3)cc21
    104, 19, 8, -0.2, 0.69, 100, -4, -0.2, -1, 1
> O=C(Oc1ccc(-c2cnc3ccccc3n2)cc1)c1ccc(Br)o1
    98, -3, 7, 0.4, 2.9, 135*, 2, -0.1, -38, 113
> Brc1ccc(-c2nc(-c3ccccc3)no2)o1
    114, -12, -12, 2.6, 4.1*, 149*, -4, 0.4, -53, 143*
> O=C(CN1CCOCC1)Nc1ncccn1
    99, -1, 1, 0.0, 1.2, 97, -4, -0.3, 3, 3
> CCOc1nc(NCCN2CCOCC2)nc(Nc2ccc([N+](=O)[O-])cc2)n1
    99, -20, 3, -0.7, 0.98, 100, -1, -0.5, 0, -9

Additional records follow:
SMILES	STAT3 activator	TLR4-MyD88 BLA	STAT3 inh	Redox H2O2 prof	NF-kB neuron act	STAT1 act	Efa HMGR inh	Hsp70 act	STAT1 blocker	APP 5'UTR act
CC(NS(=O)(=O)c1ccc(Br)cc1)C(c1cccs1)N1CCOCC1 (stereo not drawn)	98	-1	2	0.6	0.94	102	2	0.1	-2	6
CC(C)Oc1ccc(/C=N/NC(=O)C2CCCN2S(=O)(=O)c2ccc(Cl)cc2)cc1 (stereo not drawn)	102	-6	-2	0.1	0.75	104	-5	-0.2	-4	-10
CCn1c(SCC(=O)N/N=C/C=C/c2ccccc2[N+](=O)[O-])nnc1-c1ccccc1	138*	13	-43	0.2	0.73	86	-10	-0.2	16	-14
Cc1ccc(NC(=O)c2cc(-c3ccc(C)o3)nc3ccccc23)cc1	97	-4	8	3.5	1.1	105	4	-0.5	-6	12
Cc1cc2c(cc1C)C(c1cccc([N+](=O)[O-])c1)CC(=O)N2 (stereo not drawn)	96	-6	7	-1.1	0.84	94	-2	-0.2	7	4
CC1=C(C(N)=O)C(c2ccccc2)n2nc(-c3cccc(C)c3)nc2N1 (stereo not drawn)	105	-13	3	-0.9	1	105	5	0.5	-5	11
C=CCNC(=O)C(C)N1C(=O)c2ccccc2C1=O (stereo not drawn)	101	8	3	2.5	1.2	98	1	-0.2	2	3
O=[N+]([O-])c1ccc(N2CCN(c3nc(-c4ccc(Cl)cc4)cs3)CC2)cc1	95	9	11	1.2	0.92	106	-1	-0.2	-7	12
COc1ccc(/C=C/C(=O)NC(C)(C)C)cc1S(=O)(=O)N1CCOCC1	95	-7	1	0.4	0.86	95	-7	-0.3	6	-2
COc1ccc(NS(=O)(=O)c2cccc(C(=O)NNC(=O)NCCCl)c2)cc1	109	-11	-11	-0.5	1.2	103	4	-0.4	-3	-4

Individual results from above:
For STAT1 blocker, CCOC(=O)C1CN(c2cc3c(cc2F)c(=O)c(C(=O)O)cn3CC)OC1C(=O)OCC (stereo not drawn) is listed with -8
For STAT3 inh, Cc1cccc(NC(=O)COC(=O)Cc2c[nH]c3ccccc23)c1C is listed with -16
For Hsp70 act, CC1=C(C(N)=O)C(c2ccccc2)n2nc(-c3cccc(C)c3)nc2N1 (stereo not drawn) is listed with 0.5

(listing goes on)
SMILES	STAT3 activator	TLR4-MyD88 BLA	STAT3 inh	Redox H2O2 prof	NF-kB neuron act	STAT1 act	Efa HMGR inh	Hsp70 act	STAT1 blocker	APP 5'UTR act
O=C(NCc1ccccc1)c1ccc(CSc2ccccc2)o1	103	3	1	-2.0	1.2	108	-2	-0.3	-10	-3
Cc1oc(-c2ccc(Cl)cc2)nc1CN1CCC(C(=O)N2CCc3ccccc3C2)CC1	89	-2	21	0.4	0.67	99	-2	-0.2	2	-8
COc1cc(C2C(C(N)=O)=C(C)Nc3nc(CCCO)nn32)cc(OC)c1OC (stereo not drawn)	nt	nt	nt	-0.6	1	nt	-5	nt	nt	19
CCCCNC(=O)Nc1nc(SCC(=O)OCC)n[nH]1	110	-5	-5	-1.1	0.97	105	3	0.3	-8	0

Not a hit list; overall some 5.6% were active at least once.
